# p53ts 32C kill = cytotoxicity in p53ts cells at permissive temperature; Potency, µM (highest dose often 46.1 µM), inactives show top-dose activity change, negative = cytotoxicity, actives largely listed as cytotoxic; 0.93% of 130,000 active; H1299-p53A138V at 32C, ATP luminescence viability, 24 h;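 note: 0% = DMSO and -100% = full killing by reference compound; nearly all actives have a fitted effect of over 55% in size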
#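 Cells: H1299 p53ts (A138V), 600/well, pre-incubated 16–30 h at 37C. Cpd up to 46 uM, 24 h, 32C. Readout: ATPlite luminescence, 20 min RT. Normalization: DMSO vs tamoxifen 100 uM. AC50 by Hill equation.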
# Peg3 imprint = induces erasure of genomic imprints in mouse ES cells; mouse ES Peg3-LacZ reporter, beta-gal luminescence, 40 h; Potency, µM (doses to about 60.7 µM), for the others: at the top dose activity change, positive = activation, actives largely listed as activators; 0.02% of 110,000 active; AID 1948;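 note: 0% = negative control wells on the plate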
#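 Each well holds 300 Peg3LacZ-Neo (maternal) female ES cells incubated 40 h at 37C, 5% CO2. LacZ is measured by BetaGlo luminescence, with AC50 and maximum efficacy derived from dose-response curves.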
# IkB sig inh = IkB pathway inhibition in ABC-DLBCL cells; ABC-DLBCL IkBa-CBG/CBR dual luciferase ratio, 4 h; response scale: scaled: untreated 0%, proteasome inhibitor 100%; Potency, µM (top dose mostly 57.1 µM), for the others: top-dose IkBa stabilization activation; 0.04% of 110,000 active; AID 445; active = well fitted curve in the direction sought with a large enough effect in the signal ratio, not every such curve was filed as active; inconclusive = small, poorly fitted or top-dose-only effect, or a change in a side signal; the % refers to the signal ratio;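 note: the direction sought is a rising ratio; 0% = basal untreated cells and 100% = reference inhibitor full response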
#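 Luminescence ratio of IκBα-fused green versus native red beetle luciferase in OCI-Ly3 cells, 4 h post-doxycycline with compound; red signal alone, scaled from basal (0%) to zero light (-100%), flagged nonspecific or cytotoxic effects.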
# p53ts 39C kill = cytotoxicity in p53ts cells at nonpermissive temperature; Potency, µM (highest dose often 46.1 µM), for the others: at the highest dose activity change, negative = cell killing, usual class: cytotoxic; H1299-p53A138V viability at 39C, ATP luminescence, 24 h; AID 902; 1.5% of 130,000 active; note: nearly all actives have a fitted effect of over 55% in size
# An asterisk follows results filed as active; ? = inconclusive; . = no result given; & = joins results of further samples; [ ] = dose if it differs, or a comment. Unless noted, calls come from the whole dose curve; as a rule, active = well fitted curve in the direction sought with a large enough effect; inconclusive = small, poorly fitted or top-dose-only effect, or another doubt; inactive = no such curve, though single readings can be large; an effect the other way counts as inactive or inconclusive. Unless noted, % is set by controls: 0 for no effect and ±100 for the full control effect; potency is the fitted concentration of half-maximal effect.
SMILES,p53ts 32C kill,Peg3 imprint,IkB sig inh,p53ts 39C kill
O=C(c1cc(-c2ccc(F)cc2)on1)N1CCCC1,15.8µM*,-65.3%[inhibitor],?,10µM*
N[C@H](CCCP(=O)(O)O)C(=O)O,-12.0%&-9.2%,-4.2%&6.4%,1.6%&1.5%&0.7%,-14.9%&12.0%
O=C(COc1ccccc1)Nc1sc2c(c1C(=O)Nc1ccccc1Cl)CCCCC2,3.7%,6.6%[10.9 µM],?,12.8%
O=C(CSc1n[nH]c(-c2ccccc2)n1)N1CCN(c2ccc(F)cc2)CC1,-7.8%,-3.5%[10.9 µM],-0.5%,-15.3%
CCC1CCCCN1C(=O)Cn1c(=O)n(CCCCCC(=O)NCc2ccc(F)cc2)c(=O)c2sccc21 (stereo unspecified),7.8%,13.2%[10.9 µM],-0.5%,?
COc1ccc(N(CC(=O)NCCc2cccc(C)c2)S(=O)(=O)c2c(C)noc2C)cc1,-2.9%,11.3%[10.9 µM],?,11.5%
CC1CCC(NC(=O)c2cc3c(Cl)nc4ccccc4c3s2)CC1 (stereo unspecified),1.5%,?,-0.4%,15.5%
COC1C[C@@H](O[C@@H]2C(C)C(=O)OC(C)C(C)C(O)C(C)C(=O)[C@@]3(CO3)CC(C)C(OC3OC(C)CC(N(C)C)C3O)C2C)OC(C)[C@@H]1O (stereo partly specified),2.8%,-11.4%,.,-11.3%
Cc1ccc(-c2noc(CN(C(=O)CCCN3C(=O)c4ccccc4C3=O)C(C)C)n2)cc1,2.7%,-22.4%,?,-5.0%
COc1cccc(CCNc2ncnc3c2nnn3C)c1,-12.6%,-5.2%[10.9 µM],0.8%,-7.0%
CCOc1ccc(N2C(=O)CC(N(CCc3ccc(OC)cc3)C(=O)c3cccc(F)c3)C2=O)cc1 (stereo unspecified),5.4%,.,.,6.7%
Cc1ccc(N2CCN(S(=O)(=O)c3nnc(NC(=O)c4cccc(F)c4)s3)CC2)cc1,15.0%,5.3%[10.9 µM],?,-18.6%
CCN1C(=O)C2(C(C(=O)c3ccc(C)o3)=C(O)C(=O)N2CCCN2CCOCC2)c2ccccc21 (stereo unspecified),-2.0%,-4.3%,-0.8%,15.1%
CC(C)Nc1cc(N2CCN(C3CCCCC3)CC2)c2noc3c2c1C(=O)c1ccccc1-3,-2.0%,-11.1%[10.9 µM],-1.2%,9.0%
COc1ccccc1Cc1nc2ccccc2nc1SCC(=O)N1CCc2ccccc21,17.9%,-2.8%[10.9 µM],1.0%,-1.1%
CCCC(=O)NC(c1ccco1)c1cc(Cl)c2cccnc2c1O (stereo unspecified),7.7%,-28.7%,?,?
COc1cc(OC)cc(C(=O)N2CCN(c3ncccn3)CC2)c1,0.0%,8.1%,-0.1%,-2.2%
Cc1ccccc1Cn1nnc(-c2cccc(C(=O)O)c2)n1,-2.2%,2.9%,0.2%,7.4%
Cc1ccc(CNC(=O)CN2CCN(Cc3ccc(Cl)cc3)C2=O)cc1,2.1%,-12.1%,?,-8.8%
CC(=O)n1cc(C2C(=O)CCCC2=O)c2ccccc21,1.1%,-3.3%,?,1.5%
Cn1c(C(=O)NC2CCCCCC2)cc2c(=O)n(C)c3ccccc3c21,-13.0%,-10.8%,-1.8%,-7.8%
COc1ccc(NC(=S)NC(NC(=O)c2cccc(C)c2)C(Cl)(Cl)Cl)c([N+](=O)[O-])c1 (stereo unspecified),6.1%,.,.,2.2%
CC1CCCN(c2csc3ccccc3c2=O)C1 (stereo unspecified),?,-5.2%[10.9 µM],?,?
Cc1cccc(-n2c(=O)c3ccccc3n(Cc3ccc(F)cc3)c2=O)c1,13.7%,2.9%[10.9 µM],-0.1%,-7.9%
CCNc1ncc2nc(-c3ccc(OC)cc3)c(=O)n(CCC#N)c2n1,0.2%,-5.7%,0.5%[11.4 µM],-3.6%

# The last six compounds of the part before are carried over, then new ones follow.
SMILES,p53ts 32C kill,Peg3 imprint,IkB sig inh,p53ts 39C kill
CC(=O)n1cc(C2C(=O)CCCC2=O)c2ccccc21,1.1%,-3.3%,?,1.5%
Cn1c(C(=O)NC2CCCCCC2)cc2c(=O)n(C)c3ccccc3c21,-13.0%,-10.8%,-1.8%,-7.8%
COc1ccc(NC(=S)NC(NC(=O)c2cccc(C)c2)C(Cl)(Cl)Cl)c([N+](=O)[O-])c1 (stereo unspecified),6.1%,.,.,2.2%
CC1CCCN(c2csc3ccccc3c2=O)C1 (stereo unspecified),?,-5.2%[10.9 µM],?,?
Cc1cccc(-n2c(=O)c3ccccc3n(Cc3ccc(F)cc3)c2=O)c1,13.7%,2.9%[10.9 µM],-0.1%,-7.9%
CCNc1ncc2nc(-c3ccc(OC)cc3)c(=O)n(CCC#N)c2n1,0.2%,-5.7%,0.5%[11.4 µM],-3.6%
CCc1cccc(NC(=O)Cc2nc(-c3ccc(OC)cc3)no2)c1,-2.4%,-13.4%[10.9 µM],-1.9%,-10.9%
Cc1nn(C)cc1CNC(=O)c1cnn2c(C(F)F)cc(C3CC3)nc12,-8.0%,-1.8%,-1.1%,-7.9%
Cn1c(=O)c2c(ncn2CC(=O)Nc2cc(Cl)cc(Cl)c2)n(C)c1=O,0.6%,-14.2%[10.9 µM],4.3%,2.3%
COc1nc(NC(C)=O)nc(C)c1Br,5.6%,-3.4%,1.3%,4.1%
CCCCc1n[nH]c2c1/C(=N/O)CC(c1ccccc1)C2 (stereo unspecified),?,-7.3%,?,-15.5%
CCCSCCCNC(=O)Cn1cc2c(n1)CCCCC2,-3.5%,-16.7%,20.3%,2.4%
Cc1cnn(Cc2ccccc2)c1N,-3.1%,-1.0%,1.1%,-14.1%
COc1ccc(CCNC(=O)CN(C)S(=O)(=O)c2cccs2)cc1OC,8.6%,-5.0%,-1.3%,-4.6%
COc1ccc(Cl)cc1C(=O)NCC(c1ccc(N(C)C)cc1)N1CCCC1 (stereo unspecified),-5.0%,-16.2%[10.9 µM],0.5%,14.0%
Cc1ccc(-c2nc3cccnc3o2)cc1NC(=O)COc1ccc(Cl)cc1C,?,3.9%,-1.9%,-19.8%
Cc1ccc(SCC(=O)N(Cc2nc(-c3ccccc3)no2)C(C)C)cc1,6.6%,-7.7%,?,-5.8%
c1ccc(CN2CCC(N3CCN(Cc4ccc5c(c4)OCO5)CC3)CC2)cc1,-11.0%,-5.7%,9.5%,-3.3%
Cc1ccccc1CNC(=O)CCCn1c(=O)c2cccn2c2cccnc21,0.1%,-14.5%[10.9 µM],0.9%,-15.6%
CN(NC(=S)Nc1ccc(OC(F)F)cc1)C(=S)Nc1ccc(OC(F)F)cc1,9.0%,.,.,15.3%
O=c1cnn([C@@H]2O[C@H](CO)[C@@H](O)[C@H]2O)c(=O)[nH]1,?,.,.,-16.1%
CCC(=O)Nc1cc(NC(=O)CSc2nnc(C(C)C)n2CC)ccc1C,0.7%,-6.1%,0.9%,4.0%
Cc1ccc(N(C)S(=O)(=O)c2ccc(-c3cnc(C4CC4)o3)cc2)cc1,-5.0%,-22.3%[10.9 µM],16.8%,-10.4%
CCOc1nc(-c2ccncc2)nc2ccccc12,-1.8%,.,.,-4.9%
COc1cc(-c2csc(N3CCOCC3)n2)cc(OC)c1OC,-6.9%,1.5%,-1.0%,-11.3%
Cn1c(=O)c(=O)n(C)c2cc(S(=O)(=O)N3CCCCC3)ccc21,-17.8%,-1.1%,-0.3%,-6.1%
CC(NC(=O)NC1CCCCC1)C(c1cccs1)N1CCOCC1 (stereo unspecified),0.1%,-1.1%,4.3%,-1.3%
CC1CCc2sc3c(c2C1)c1ncnn1c(=O)n3CC(=O)c1ccc(Br)cc1 (stereo unspecified),4.6%,-3.5%,0.4%,0.0%
COc1ccc(S(=O)(=O)N2CCN(Cc3ccc(Cl)cc3)CC2)cc1,-4.4%,-15.5%,?,-14.2%
O=C(Nc1ccccc1)Nc1nnc(CSCc2ccccc2Cl)s1,-9.0%,.,.,-4.8%
CCOC(=O)CCc1c(C)n(CC)c2ncnn2c1=O,0.9%,0.7%,-0.6%,-16.2%

# New compounds follow.
SMILES,p53ts 32C kill,Peg3 imprint,IkB sig inh,p53ts 39C kill
COc1ccc(NC(=O)N2CC[C@@]3(CCCN(C(=O)c4cccc(F)c4)C3)C2)cc1,2.2%,.,-0.3%[11.4 µM],4.3%
O=C(COC(=O)c1c2c(nc3ccccc13)CCCCC2)c1ccc(Cl)s1,10.4%,.,.,-7.0%
Cc1cccc(C)c1NC(=O)C1CCCNC1 (stereo unspecified),4.3%,1.3%,0.2%,-11.9%
CCn1c(=O)c(C(=O)Nc2cnccn2)c(O)c2ccccc21,-5.4%,-0.4%,1.5%,-5.9%
CN(C(=O)c1ccncc1)c1nnc(-c2cnccn2)s1,2.4%,-1.8%,-1.0%,2.3%
COc1cccc(-c2cc(C(=O)Nc3ccc(OC)c(OC)c3)no2)c1,-3.4%,-31.5%[inhibitor],10.3%,-3.5%
CC1(C)CN=C(NC2CCCCC2)S1,-12.5%,-1.4%,-0.3%,3.8%
O=C1CC(c2cccnc2)c2cc3c(cc2N1)OCCO3 (stereo unspecified),-5.7%,-9.1%,-0.1%,0.9%
Nc1cccc(S(=O)(=O)O)c1,7.0%[1.84 µM],?,4.0%,4.9%
COc1ccc(OC)c(NC(=O)Cn2c(=O)cc(-c3ccccc3)c3c(C)nn(C)c32)c1,?,7.4%[10.9 µM],?,?
COc1ccc(OCC(=O)Nc2ccc(Cl)c(-c3nc4ncccc4o3)c2)cc1,-10.5%,15.6%[10.9 µM],?,-16.3%
COC(=O)c1sccc1S(=O)(=O)N(CC(=O)NCc1ccc(C)cc1)c1ccc(C)cc1,1.4%,7.2%[10.9 µM],?,9.3%
COc1ccc(NC(=O)c2cccc(N3CCCS3(=O)=O)c2)c(OC)c1,-26.2%,-9.2%[10.9 µM],?,-16.7%
Cc1ccc(NC(=O)CN(C)S(=O)(=O)c2cccc3nsnc23)c(C)c1,-1.1%,2.6%[10.9 µM],-1.6%,15.1%
O=C(Cc1cn2ccsc2n1)NCc1ccccc1,-10.9%,-3.3%,0.2%,-1.9%
Cc1cc(/C=N/n2cnnc2)c(C)n1-c1cccc(C(=O)O)c1,-3.1%,.,.,7.9%
Cc1ccc(C(=O)N(Cc2ccco2)c2ccccn2)cc1,-1.4%,-4.0%[10.9 µM],0.6%,-12.9%
COc1ccc(NC(=O)CSC2=Nc3ccccc3N=C(c3ccc(F)cc3)C2)cc1OC,1.2%,-3.7%[10.9 µM],3.9%,-12.6%
O=C(NCCSCc1c(F)cccc1Cl)c1ccco1,-5.7%,-14.6%,-0.2%,-13.2%
Cc1noc(C)c1CSc1ccccc1C(=O)Nc1nccs1,-6.5%,-6.2%,0.7%,0.0%
O=C(Nc1ccc(Cl)cc1C(=O)NCc1cccnc1)c1ccco1,-1.2%,16.2%,-1.7%,1.9%
O=C(c1cnccn1)N1CCc2ccccc21,-0.9%,-27.4%,0.0%,-11.9%
CN1CCN(C(CNS(=O)(=O)c2ccc(F)cc2)c2cccnc2)CC1 (stereo unspecified),-0.4%,-12.7%,0.5%,-11.2%
Cc1cccc2cc(COC(=O)c3ccccn3)c(=O)[nH]c12,0.1%,-0.2%,-1.1%,3.9%
O=C(CSc1nnc(-c2cnccn2)n1Cc1ccco1)c1ccc(Cl)c(Cl)c1,-1.3%,3.0%,?,-0.5%

# Further entries:
SMILES,p53ts 32C kill,Peg3 imprint,IkB sig inh,p53ts 39C kill
COc1ccc(CCN2CCC(CNC(=O)c3cnn(-c4cccc(Cl)c4)c3C3CCN(C(=O)OC(C)(C)C)CC3)CC2)cc1,?,-3.3%[10.9 µM],?,?
Cc1cc(N2CCCCC2)nc2ccc(Cc3ccc4nc(N5CCCCC5)cc(C)c4c3)cc12,3.8%[9.22 µM],8.1%[10.9 µM],1.1%[11.4 µM],3.4%[9.22 µM]
Cc1ccc(-c2nn(-c3ccccc3)c3c2cnc2ccccc23)cc1C,13.1%,-19.1%[10.9 µM],0.8%,2.7%
CCOC(=O)C1CCCN(C(=O)CCCOc2cc(=O)n(C)c3ccccc23)C1 (stereo unspecified),-8.5%,-10.9%,5.9%,-22.6%
CCSc1nnc(NC(=O)C(C)Sc2nc3ccccc3[nH]2)s1 (stereo unspecified),-8.8%,.,.,21.6%
Cc1ccc(-n2ccn(CC(=O)NCCc3ccccc3)c(=O)c2=O)cc1C,1.6%,5.5%[10.9 µM],-4.3%,-4.9%

# Screens (PubChem BioAssay)
